Assay outcomes as filed in PubChem BioAssay.
FXIIa inh 1536 = human FXIIa protease inhibitors, primary screen, biochemical, 1536-well; inhibition, % at 5 µM; purified FXIIa, Boc-QGR-AMC fluorogenic substrate, 2 h; Coagulation factor XII (Homo sapiens), P00748; 220,000 compounds, 0.3% hits; in the data active means inhibition above about 40%;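 further: 0% = enzyme with no compound and 100% = blank without enzyme; many of its hits are not listed in these tables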
L929 necroptosis = inhibitors of zVAD-triggered necroptosis, primary screen, L929 cells | viability rescue, % at 10 µM | L929 zVAD necroptosis rescue, ATP luminescence, 24 h; with zVAD 60 µM | 220,000 compounds, 0.38% hits;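 active means activation, scaled between plate controls, above about 75%, limit read from the data; inactive means activation under that limit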;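 further: 0% = zVAD with DMSO and 100% = DMSO alone without zVAD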
Rad51 HR inh = human RAD51 strand exchange inhibitors, primary screen, biochemical, fluorescence | AID 1385, 2008 | inhibition, % at 10 µM | DNA repair protein RAD51 homolog 1 (Homo sapiens), Q06609 | hRad51 DNA strand exchange, fluorescence dequenching | 200,000 compounds, 0.085% hits;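 active means inhibition above 40% at the single screening dose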;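 further: 0% = DMSO control wells and 100% = blanks with heterologous ssDNA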
Target sequence (Q06609 whole entry, looked up): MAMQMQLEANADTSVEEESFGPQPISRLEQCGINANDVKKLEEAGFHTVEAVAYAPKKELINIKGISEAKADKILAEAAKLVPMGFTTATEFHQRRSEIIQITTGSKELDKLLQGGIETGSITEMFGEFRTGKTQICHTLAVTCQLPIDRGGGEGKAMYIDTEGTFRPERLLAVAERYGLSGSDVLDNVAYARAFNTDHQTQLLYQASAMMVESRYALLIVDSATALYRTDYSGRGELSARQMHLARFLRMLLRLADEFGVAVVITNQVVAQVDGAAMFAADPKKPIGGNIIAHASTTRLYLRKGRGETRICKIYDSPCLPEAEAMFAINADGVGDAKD
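Material: human Rad51–ssDNA filaments; Probe or stimulus: labelled 47-mer dsDNA for strand exchange; Doses: single 10 µM dose; Incubation: 37 °C 15-min filament assembly, 30-min compound preincubation, 15-min exchange; Technique: FRET fluorescence dequenching, excitation 485 nm, emission 520 nm; Measure: Fluorescence-based percent inhibition, control- and blank-normalised; Benchmarks: plate control and blank wells.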
Hck-Nef inh = inhibitors of Nef-activated human Hck kinase, primary screen, biochemical, Z-Lyte FRET, 384-well, Hck-YEEI; 220,000 compounds, 0.68% hits; inhibition, % at 20 µM; Tyrosine-protein kinase HCK (Homo sapiens), P08631; Recombinant Hck-YEEI plus Nef, Z-Lyte FRET kinase assay;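 active means Hck-Nef kinase inhibition above about 50%, limit read from the data; inactive means inhibition below that limit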;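 further: 0% = DMSO with Hck plus Nef and 100% = Hck alone without Nef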
Target sequence (P08631 whole entry, looked up): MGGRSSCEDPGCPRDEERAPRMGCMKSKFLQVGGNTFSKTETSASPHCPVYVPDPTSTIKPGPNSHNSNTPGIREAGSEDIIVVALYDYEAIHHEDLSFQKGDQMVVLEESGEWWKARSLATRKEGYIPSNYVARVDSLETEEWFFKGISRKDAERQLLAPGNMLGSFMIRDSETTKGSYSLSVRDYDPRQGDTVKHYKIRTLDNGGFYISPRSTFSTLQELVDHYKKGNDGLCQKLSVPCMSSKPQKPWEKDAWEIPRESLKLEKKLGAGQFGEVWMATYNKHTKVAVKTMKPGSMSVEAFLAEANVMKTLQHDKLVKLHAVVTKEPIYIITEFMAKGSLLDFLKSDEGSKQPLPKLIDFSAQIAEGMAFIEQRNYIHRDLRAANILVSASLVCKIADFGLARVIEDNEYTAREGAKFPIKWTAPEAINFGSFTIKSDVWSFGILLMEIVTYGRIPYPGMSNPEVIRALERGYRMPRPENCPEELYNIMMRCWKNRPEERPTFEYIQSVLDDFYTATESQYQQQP
thrombin 1536 = human alpha-thrombin inhibitors, primary screen, counter-screen for coagulation protease inhibitor project, biochemical, 1536-well, fluorogenic AMC substrate; 220,000 compounds, 0.26% hits; Boc-VPR-AMC fluorogenic substrate cleavage; inhibition, % at 5 µM;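 active means inhibition at or above 40%; inactive means inhibition below 40%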;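 further: 0% = enzyme with no compound and 100% = wells without enzyme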
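Material: human alpha-thrombin enzyme / Medium: pH 7.5 Tris (50 mM) with NaCl 150 mM, Tween 20 0.05% / Compound: single-point dosing at 5 µM, 0.2% DMSO / Incubation: enzyme reaction carried out at room temperature / Detection: AMC fluorescence, 355/460 nm / Read-out basis: percent inhibition scaled between no-compound controls and no-enzyme blanks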
KLK5 inh = human KLK5 protease inhibitors, primary screen, biochemical, 1536-well. Kallikrein-5 (Homo sapiens), Q9Y337. recombinant hK5, fluorogenic AMC substrate cleavage. inhibition, % at 5 µM. 210,000 compounds, 0.59% hits;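 active means inhibition of 40% or more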;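 further: 0% = enzyme controls without compound and 100% = no-enzyme blanks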
Target sequence (Q9Y337 67-293 limits assumed): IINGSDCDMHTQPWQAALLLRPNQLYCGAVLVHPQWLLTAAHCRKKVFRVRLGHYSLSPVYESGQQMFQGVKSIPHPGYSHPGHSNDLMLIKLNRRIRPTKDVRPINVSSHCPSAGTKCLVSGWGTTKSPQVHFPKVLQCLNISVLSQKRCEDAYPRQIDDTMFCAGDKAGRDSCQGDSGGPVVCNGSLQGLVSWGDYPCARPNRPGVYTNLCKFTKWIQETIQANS
KCC2 mod = KCC2 cotransporter modulators, thallium flux, primary screen, cell-based, HEK293 KCC2, FluoZin-2 fluorescence, MLSMR; Solute carrier family 12 member 5 (Homo sapiens), Q9H2X9; KCC2 cells, thallium flux FluoZin-2 fluorescence; B-score of Tl+ flux slope (higher = more flux/activation; lower = inhibition) at 10 µM; 190,000 compounds, 2.2% hits; AID 1456, 2008;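 active means thallium flux slope and its plate-corrected score both differing from the plate sample mean at a set confidence after two filtering rounds, in either direction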;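 further: slope of fluorescence scaled to starting intensity during 10 to 20 s after thallium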
FXIa inh 1536 = human FXIa protease inhibitors, primary screen, biochemical, 1536-well; purified FXIa, Boc-Glu-Ala-Arg-AMC fluorogenic substrate; inhibition, % at 5 µM; 220,000 compounds, 0.14% hits;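 active means inhibition of at least 40%; inactive means inhibition below 40%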;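 further: fluorescence of freed AMC excited at 355 nm; 0% = enzyme without compound and 100% = no enzyme blank; many of its hits are not listed in these tables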
TNF death inh = inhibitors of TNF-alpha triggered necroptosis, primary screen, cell-based, Jurkat FADD-/-, single concentration; Jurkat FADD-/- TNF necroptosis rescue, ATP luminescence, 24 h; 0 = TNF only, 100 = no-TNF cells; activation (protection from cell death), % at 10 µM; 220,000 compounds, 0.068% hits;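 active means activation, meaning protection from cell death, of at least 50% relative to plate controls; inactive means activation below 50%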;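 further: necroptosis triggered by 40 ng/mL TNF-alpha added together with compound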
Numbers without * were called inactive. A portion of the library; count on the stated rates, not on these rows.

What do the screens show for `COC(=O)CSc1nnc(SCc2ccc(OC)cc2)s1`?
FXIIa inh 1536: 1; L929 necroptosis: -0.3; Hck-Nef inh: -1; thrombin 1536: 2; KLK5 inh: -22; FXIa inh 1536: -2; TNF death inh: -1.1

Results for O=C(CCNC(=O)Cn1ccc2ccccc2c1=O)NCCc1ccccc1Cl ?
FXIIa inh 1536: 11; L929 necroptosis: 0.0; Hck-Nef inh: 3; thrombin 1536: -2; KLK5 inh: -25; KCC2 mod: -2.2; FXIa inh 1536: 3; TNF death inh: 1.8

What do the screens show for `COc1ccc(C(=O)NCC(=O)N/N=C/c2ccc([N+](=O)[O-])s2)cc1OC`?
FXIIa inh 1536: 6; L929 necroptosis: 2.5; Rad51 HR inh: 22; Hck-Nef inh: 5; thrombin 1536: 2; KLK5 inh: 9; KCC2 mod: 1.9; FXIa inh 1536: -2; TNF death inh: -8.5

How did N#Cc1c(NC(=O)CN2CCN(S(=O)(=O)c3ccc4c(c3)OCCO4)CC2)sc2c1CCC2 do in these assays?
FXIIa inh 1536: 18; L929 necroptosis: 2.6; Rad51 HR inh: -6; Hck-Nef inh: 53*; thrombin 1536: 3; KLK5 inh: 22; FXIa inh 1536: 4; TNF death inh: 0.4

What do the screens show for `CCOC(=O)C1CCCN(CCC(C)c2ccccc2)C1` (stereo not drawn)?
FXIIa inh 1536: 12; L929 necroptosis: -0.1; Rad51 HR inh: -5; Hck-Nef inh: 0; thrombin 1536: 0; KLK5 inh: -12; KCC2 mod: -0.39; FXIa inh 1536: 17; TNF death inh: -1.4

What do the screens show for `CC(=O)OCc1cc(=O)n(C)c(=O)n1C`?
FXIIa inh 1536: 4; L929 necroptosis: 0.0; Rad51 HR inh: 2; Hck-Nef inh: 1; thrombin 1536: -7; KLK5 inh: -1; KCC2 mod: 0.56; FXIa inh 1536: -1; TNF death inh: -0.2

What do the screens show for `O=c1c(Cc2ccc(F)cc2)c(O)ccn1CCCn1ccnc1`?
FXIIa inh 1536: 1; L929 necroptosis: 1.5; Rad51 HR inh: -2; Hck-Nef inh: 12; thrombin 1536: 1; KLK5 inh: -17; KCC2 mod: -0.1; FXIa inh 1536: -3; TNF death inh: -0.5

What do the screens show for `Cc1nn(C)c(C)c1/C=C/C(=O)O`?
FXIIa inh 1536: 4; L929 necroptosis: 2.6; Rad51 HR inh: 13; Hck-Nef inh: 26; thrombin 1536: -3; KLK5 inh: 0; KCC2 mod: 2.1; FXIa inh 1536: -2; TNF death inh: 0.6

What do the screens show for `Cc1ccc(NC(=S)NCc2ccccc2)cc1S(=O)(=O)N1CCCCC1`?
FXIIa inh 1536: 11; L929 necroptosis: 1.9; Rad51 HR inh: 15; Hck-Nef inh: 27; thrombin 1536: 8; KLK5 inh: 1; KCC2 mod: -0.72; FXIa inh 1536: 2; TNF death inh: 0.5

Results for CCCc1nnc(NC(=O)CCC(=O)N2CCN(C3c4ccccc4-c4ccccc43)CC2)s1 ?
FXIIa inh 1536: 10; L929 necroptosis: 1.1; Rad51 HR inh: 8; Hck-Nef inh: 0; thrombin 1536: -2; KLK5 inh: 3; KCC2 mod: 1.3; FXIa inh 1536: 8; TNF death inh: 2.5

How did CS(=O)(=O)N(CC(=O)NCc1ccco1)Cc1ccc(Cl)cc1 do in these assays?
FXIIa inh 1536: 9; Hck-Nef inh: -8; thrombin 1536: 8; KLK5 inh: 78*; KCC2 mod: 0.081; FXIa inh 1536: 0; TNF death inh: -0.8

What do the screens show for `Cc1cccc2c1[nH]c1nc(N/N=C\c3ccco3)nnc12`?
FXIIa inh 1536: 9; L929 necroptosis: 1.3; Hck-Nef inh: -1; thrombin 1536: 3; KLK5 inh: -14; KCC2 mod: 0.14; FXIa inh 1536: 4; TNF death inh: -5.3

What do the screens show for `CCN(CC)S(=O)(=O)c1ccc(C)c(NC(=S)NC2CCCCC2)c1`?
FXIIa inh 1536: -1; L929 necroptosis: -0.2; Rad51 HR inh: 16; Hck-Nef inh: 16; thrombin 1536: 0; KLK5 inh: 2; KCC2 mod: 0.045; FXIa inh 1536: -1; TNF death inh: -2.1

Results for COc1cc(NC(=O)Nc2ccc(C)cc2)cc([N+](=O)[O-])c1 ?
FXIIa inh 1536: 8; L929 necroptosis: 1.9; Rad51 HR inh: 2; Hck-Nef inh: 4; thrombin 1536: -1; KLK5 inh: -12; KCC2 mod: 0.81; FXIa inh 1536: 6; TNF death inh: 1.2

What do the screens show for `c1ccc2sc(N3CCN(Cc4nnnn4CC4CCCO4)CC3)nc2c1` (stereo not drawn)?
FXIIa inh 1536: 13; L929 necroptosis: 1.1; Rad51 HR inh: 7; Hck-Nef inh: -8; thrombin 1536: 2; KLK5 inh: 6; KCC2 mod: -0.81; FXIa inh 1536: 3; TNF death inh: 0.4

Results for Cc1nc(NCCc2cnc[nH]2)c2oc3ccccc3c2n1 ?
FXIIa inh 1536: 3; L929 necroptosis: 7.3; Rad51 HR inh: 1; Hck-Nef inh: 5; thrombin 1536: 9; KLK5 inh: 10; KCC2 mod: -1.3; FXIa inh 1536: 7; TNF death inh: 1.2

Results for Cc1c(Nc2ncnc3nc[nH]c23)c(=O)n(-c2ccccc2)n1C ?
FXIIa inh 1536: 0; L929 necroptosis: -0.9; Rad51 HR inh: -7; Hck-Nef inh: -7; thrombin 1536: 3; KLK5 inh: -1; KCC2 mod: 0.89; FXIa inh 1536: -2; TNF death inh: 0.0

How did Cc1csc2c(N3CCN(C(=O)Nc4ccccc4)CC3)ncnc12 do in these assays?
FXIIa inh 1536: 8; L929 necroptosis: 1.8; Hck-Nef inh: 22; thrombin 1536: -5; KLK5 inh: 1; KCC2 mod: -1.1; FXIa inh 1536: 0; TNF death inh: -1.5

Results for CCNc1nn2ccccc2c1/C=C(\C#N)C(=O)OCC ?
FXIIa inh 1536: 12; L929 necroptosis: 0.2; Rad51 HR inh: 3; Hck-Nef inh: 17; thrombin 1536: 1; KLK5 inh: 1; KCC2 mod: -1.8; FXIa inh 1536: 4; TNF death inh: -3.0

Results for O=C(N/N=C/c1ccccc1)c1ccc(OCc2ccccc2)cc1 ?
FXIIa inh 1536: 6; L929 necroptosis: 0.2; Hck-Nef inh: 5; thrombin 1536: 2; KLK5 inh: 14; KCC2 mod: 0.2; FXIa inh 1536: 0; TNF death inh: -0.3

2 entries picked at random from those above:
Results for CCNc1nn2ccccc2c1/C=C(\C#N)C(=O)OCC ?
FXIIa inh 1536: 12; L929 necroptosis: 0.2; Rad51 HR inh: 3; Hck-Nef inh: 17; thrombin 1536: 1; KLK5 inh: 1; KCC2 mod: -1.8; FXIa inh 1536: 4; TNF death inh: -3.0

How did N#Cc1c(NC(=O)CN2CCN(S(=O)(=O)c3ccc4c(c3)OCCO4)CC2)sc2c1CCC2 do in these assays?
FXIIa inh 1536: 18; L929 necroptosis: 2.6; Rad51 HR inh: -6; Hck-Nef inh: 53*; thrombin 1536: 3; KLK5 inh: 22; FXIa inh 1536: 4; TNF death inh: 0.4

Additional results
How did O=C(Nc1ccc(-c2nnco2)cc1)c1ccccc1 do in these assays?
FXIIa inh 1536: 24; L929 necroptosis: -0.2; Rad51 HR inh: -5; Hck-Nef inh: -2; thrombin 1536: 2; KLK5 inh: 5; KCC2 mod: -0.66; FXIa inh 1536: 16; TNF death inh: -2.3

What do the screens show for `CCOC(=O)c1ccc(N2NC(=O)/C(=C/c3ccc(OC(=O)c4ccco4)c(OC)c3)C2=O)cc1`?
FXIIa inh 1536: 14; L929 necroptosis: 0.0; Rad51 HR inh: -3; Hck-Nef inh: 21; thrombin 1536: 2; KLK5 inh: 9; KCC2 mod: 0.071; FXIa inh 1536: 10; TNF death inh: 1.1

How did CCCC(=O)NC(=S)Nc1cccc(-c2nc3ncccc3o2)c1 do in these assays?
FXIIa inh 1536: 2; L929 necroptosis: 2.6; Rad51 HR inh: 5; Hck-Nef inh: 0; thrombin 1536: -1; KLK5 inh: -31; KCC2 mod: -0.075; FXIa inh 1536: 7; TNF death inh: 0.1

Results for Nc1nc(SCc2ccc([N+](=O)[O-])cc2)c2ncn(C3OC(CO)C(O)C3O)c2n1 (stereo not drawn) ?
FXIIa inh 1536: 9; L929 necroptosis: 1.3; Rad51 HR inh: 7; Hck-Nef inh: 6; thrombin 1536: -5; KLK5 inh: -7; KCC2 mod: 0.32; FXIa inh 1536: 4; TNF death inh: -0.2

What do the screens show for `CCCC(=O)Nc1ccc(C(=O)N/N=C/c2ccc[nH]2)cc1`?
FXIIa inh 1536: 12; L929 necroptosis: 0.1; Hck-Nef inh: 3; thrombin 1536: 4; KLK5 inh: -7; KCC2 mod: -0.23; FXIa inh 1536: 10; TNF death inh: -13

How did COCCNC(=O)c1noc2c1CCc1cc(OC)ccc1-2 do in these assays?
FXIIa inh 1536: 14; L929 necroptosis: 4.1; Rad51 HR inh: 6; Hck-Nef inh: 0; thrombin 1536: 0; KLK5 inh: -7; KCC2 mod: -0.0099; FXIa inh 1536: 0; TNF death inh: 2.9

How did COc1ccc(CNC(=O)c2cccc(N(C)C)c2)cc1 do in these assays?
FXIIa inh 1536: 11; L929 necroptosis: -0.7; Rad51 HR inh: 1; Hck-Nef inh: -5; thrombin 1536: -2; KLK5 inh: -5; KCC2 mod: -0.89; FXIa inh 1536: -4; TNF death inh: -1.1

What do the screens show for `O=C(Nc1ccc2c(c1)OCCO2)C1c2ccccc2C(=O)N2CCc3ccccc3C12` (stereo not drawn)?
FXIIa inh 1536: 9; L929 necroptosis: 0.0; Rad51 HR inh: 3; Hck-Nef inh: 5; thrombin 1536: -8; KLK5 inh: -20; KCC2 mod: 0.5; FXIa inh 1536: -2; TNF death inh: -0.4

What do the screens show for `CCn1c(=NC(=O)CN2C(=O)CCC2=O)sc2c(OC)ccc(OC)c21`?
FXIIa inh 1536: 10; L929 necroptosis: 0.0; Rad51 HR inh: -1; Hck-Nef inh: 10; thrombin 1536: -3; KLK5 inh: -8; FXIa inh 1536: 3; TNF death inh: 1.0

What do the screens show for `N#Cc1c(/N=C/c2ccco2)sc2c1CCC2`?
FXIIa inh 1536: 9; L929 necroptosis: 0.0; Rad51 HR inh: 1; Hck-Nef inh: 0; thrombin 1536: 104*; KLK5 inh: 19; KCC2 mod: 1.2; FXIa inh 1536: 13; TNF death inh: -0.3

What do the screens show for `COc1cnc(-c2ccccn2)[nH]c1=O`?
FXIIa inh 1536: 13; L929 necroptosis: 4.5; Rad51 HR inh: -4; Hck-Nef inh: 13; thrombin 1536: -1; KLK5 inh: -5; KCC2 mod: 0.15; FXIa inh 1536: 0; TNF death inh: 0.2
